Screening data (PubChem)
All columns: NCI-60 one-dose screen, growth in % after 48 h at 10 µM unless noted; 100 = growth as untreated, 0 = no growth, -100 = all killed.
HL-60(TB): HL-60(TB) leukemia cells. 78,000 tested, 9% active; active = growth percent below 10
* = called active by the depositor; & = joins results of further samples; ! = a repeat was not active; [ ] = another dose, or the depositor's remark. Only part of the results is shown; the hit share may differ from the screen's.

No.	mol	HL-60(TB)
1	CC(=O)Nc1ccc2c(c1)C(C)c1ccccc1-2 (stereo unspecified)	76
2	O=C(Nc1ccccc1)OCC(Cl)(Cl)Cl	96
3	COC(=O)CCCCCCCC=O	97
4	CN1CCN(C(=O)CNc2nnc(-c3cccnc3SCc3ccccc3)s2)CC1	96
5	O=P(O)(O)c1cc(-c2ccccc2)oc1-c1ccccc1	64
6	C=C1[C@@H](O)CC[C@@H]2[C@@](C)(CCc3ccoc3)[C@H](C)CC[C@@]12C	97
7	CNC(=O)Oc1ccccc1OC(C)C	89
8	O=C(O)c1cccc2ccccc12	94
9	CCOC(=O)C1=C(C)NC(=O)NC1c1ccc(OCc2cn(-c3ccc(C(C)=O)cc3)nn2)c(OC)c1 (stereo unspecified)	94
10	CC(=O)c1c(C)[nH]c(-c2nc3ccc(N4CCN(C)CC4)cc3[nH]2)c1C	41
11	CCOC(=O)CNP(=O)(OC[C@@H](Cc1ccccc1)NC(=O)c1cc2ccccc2s1)Oc1ccccc1 (stereo partly specified)	79
12	Cc1cc2nc3c4ccccc4n(CC(=O)O)c3nc2cc1C	112
13	COc1cccc(C2(Cc3cccc(Cl)c3)C(=O)Nc3cc(Cl)ccc32)c1 (stereo unspecified)	93
14	COc1cc(C=O)ccc1OCCOc1ccc(/C=N/NC(=O)Cn2c(C(C)C)nc3ccccc32)cc1OC	95
15	CCOC(=O)c1cc(C(=O)c2ccccc2)n2ccc(-c3ccn4c(C(=O)c5ccccc5)cc(C(=O)OCC)c4c3)cc12	100
16	O=C(O)c1cn(C2CC2)c2cc(N3CCN(C(=O)c4ccc(Br)cc4)CC3)c(F)cc2c1=O	91
17	O=C(c1ccccc1)C(Cc1ccccc1)N1CCCCC1 (stereo unspecified)	103&59
18	CSS[C@@H]1O[C@]23OC[C@H](O)[C@H]2OC(=O)[C@]3(O)[C@H]1C	97
19	Nc1cccc2cc(S(=O)(=O)O)ccc12	90
20	COc1c(B(O)O)cccc1-c1nc2ccc3[nH]ncc3c2c2c1C1CCC2C1 (stereo unspecified)	20
21	CCOC(=O)c1nnn(-c2nonc2N)c1-c1cc(OC)c(OC)c(OC)c1	95
22	COc1ccc(CC(C)=C(c2ccc(O)cc2)c2ccc(O)cc2)cc1	93
23	CCCC1(C)C(C#N)C(=O)NC(=O)C1C#N (stereo unspecified)	79
24	C=C(C)CC(C)(O)c1cccc2ccccc12 (stereo unspecified)	88
25	CC(=O)[C@@H]1CC[C@]2(C(=O)n3ccnc3)CC[C@]3(C)[C@H](CC[C@@H]4[C@@]5(C)Cc6c([nH]c7ccccc67)C(C)(C)[C@@H]5CC[C@]43C)[C@@H]12	91
26	O=C(Nc1nc(-c2ccc(Br)cc2)cs1)c1cc(-c2ccc(Cl)cc2)nc2ccc(Cl)cc12	95
27	COc1cc(C2CC(c3ccc(C)cc3)=NN2C(C)=O)ccc1Oc1nc2c(c(=O)n(C)c(=O)n2C)n1C (stereo unspecified)	121
28	O=C(Nn1cc(-c2ccc3ccccc3c2)sc1=NCc1ccccc1)c1cc2ccc1CCc1ccc(cc1)CC2	83
29	CC[C@H](C)C(NC(=O)[C@@H](NC(=O)[C@@H]1CCCN1C(=O)CNC(=O)[C@H](C)NC(=O)OCc1ccccc1)C(C)C)C(=O)OC (stereo partly specified)	105
30	CC(=O)Nc1ccccc1OCC(=O)O	101&92
31	O=C(NCc1ccccc1)c1cccc(N=Cc2ccccc2O)c1	101
32	O=Cc1cc2ccccc2nc1N1C(=O)CC(=O)NC1=O	100
33	CCCCOC(=O)Cc1ccc(OC)cc1	103
34	CCCSc1nc(Oc2ccc(/C=C3/SC(=O)NC3=O)cc2)c(C#N)c(-c2ccc(F)cc2)n1	95
35	O=C1c2ccccc2C(=O)c2c1nc(-c1ccc(Cl)cc1)n2O	105
36	Cc1noc(C)c1CSc1ccccc1C(=O)N1CCN(Cc2cccs2)CC1	99
37	CC(=O)O[C@H]1C(=O)[C@@]2(C)[C@H]([C@H](OC(=O)c3ccccc3)[C@]3(O)C[C@H](OC(=O)[C@H](OC(=O)OC[C@@H]4COC(C)(C)O4)[C@@H](NC(=O)c4ccccc4)c4ccccc4)C(C)=C1C3(C)C)[C@]1(OC(C)=O)CO[C@@H]1C[C@@H]2O	4.0*
38	CN1C(=O)/C(=C/c2ccc(/C=C3\SC(=S)N(C)C3=O)cc2)SC1=S	98
39	CCCCCN1CCN(C(CC(=O)c2ccccc2)C(=O)c2ccccc2)CC1 (stereo unspecified)	60
40	CN1C(=O)C(C2CCCCC2)C(=O)N(C)C1=O	76
41	S=C(N/N=C/c1cccc2ccccc12)N/N=C/c1cccc2ccccc12	91
42	COc1ccc2c(c1)c(-c1nc(-c3ccsc3)cs1)cn2C(=O)OC(C)(C)C	97
43	CN1CCC(=C2c3ccccc3Sc3ccccc32)CC1	98
44	Cc1ccc(C2=NN(C)C(=O)C3(CCCC3)C2)cc1	78
45	CCN(CC)Cn1nc2n(C)c(=O)c(C#N)c(-c3ccccc3)n2c1=S	136
46	Cc1ccc(N2CCC(=O)NC2=S)c(C)c1	100
47	O=C(O)CNC(=O)c1cn(-c2ccccc2)nc1-c1ccc(Cl)s1	106
48	Cc1ccc2c(n1)C[C@H](C(C)(C)O)CC[C@@H]2C	102
49	N/C(=N\c1nc2ccccc2s1)NC(=O)Nc1c(Cl)cccc1Cl	18
50	C=CC(C)(C)[C@@]1(C[C@@H]2NC(=O)[C@@H]3CCCN3C2=O)C(=O)Nc2c1ccc1c2C=CC(C)(C)O1	100
51	O=[N+]([O-])c1ccc(N(Cc2ccccc2)Cc2ccccc2)c([N+](=O)[O-])c1	66
52	CCOC(=O)c1c(NCC(=O)Nc2ccccc2[N+](=O)[O-])sc(C(C)=O)c1C	114
53	CC1=C(CCC(C)N)C(C)(C)CCC1 (stereo unspecified)	90
54	C=C(C)[C@@H]1CC[C@]2(C(=O)NCCCN)CC[C@]3(C)[C@H](CC[C@@H]4[C@@]5(C)CC[C@H](O)C(C)(C)[C@@H]5CC[C@]43C)[C@@H]12	1.2*[100 µM]
55	O=C(Nc1ccc(Cl)cc1)NN1CCCCCC1	100
56	CC(=O)Nc1ccc(C(=O)CCN2CCCCC2)cc1	88
57	CCN(CCO)C1c2ccccc2-c2ccccc21	97
58	CCN(CC)CCC(CNc1c2ccc([N+](=O)[O-])cc2nc2cc(OC)c(OC)cc12)c1ccccc1 (stereo unspecified)	-16*
59	C=C(C)C1CCC2(C)OC2C1 (stereo unspecified)	96
60	COc1ccccc1-c1cn2ccnc2c(-c2ccccc2OC)n1	95

(listing goes on)
No.	mol	HL-60(TB)
61	Fc1ccc(Nc2n[nH]c(Cc3ccccc3)n2)cc1	94
62	O=C(CSc1nc(-c2ccccc2)cn1-c1ccc(Cl)cc1)c1ccc(-c2ccccc2)cc1	92
63	S=C1NC2(c3ccccc3)CCC(=S)N2c2ccccc21 (stereo unspecified)	104
64	O=C(NCc1ccccc1)NCc1ccccc1	95
65	COc1ccccc1/C=C\C(=O)c1ccccc1	48
66	O=C(c1cccc(F)c1)n1ccc2cc(NC(=S)Nc3ccc([N+](=O)[O-])cc3)ccc21	82
67	CCN(CC)S(=O)(=O)c1ccc(S(=O)(=O)N2CCC[C@@H](C(=O)N3CCN(c4nc(C(C)C)no4)CC3)C2)cc1	69
68	N#C/C(=C\c1ccc(-c2cccc(Cl)c2)o1)c1ccc(Cl)cc1	102
69	COC(=O)c1ccc2nc(-c3cc4ccccc4n3C)n(CCCCOc3cc4c(cc3OC)C(=O)N3CCC[C@H]3C=N4)c2c1	-36*
70	CC1(C)N=C(N)N=C(N)N1c1cccc(CCCCc2ccccc2)c1	-76*
71	CN1C(=O)[C@H]2c3c1cccc3[C@@]1(N)C(=O)[C@H](CCC1(C)C)C2(C)C	100
72	CCOC(=O)c1csc(NC(=O)COc2cccc(/C=C3\Oc4cc(OC)ccc4C3=O)c2)n1	61
73	COc1cc(-c2nc3ccc(-c4nnc(SCC(=O)Nc5ccc(C(=O)/C=C/c6ccccc6)cc5)o4)cc3[nH]2)cc(OC)c1OC	95
74	O=C(NNC(=O)c1ccncc1)Nc1ccc(Cl)cc1	89
75	CC(C)=CCC/C(C)=C/CSc1nnc(-c2c(C)nc3ccc(C)cn23)o1	104
76	CCOC(=O)C1=NNC(C(=O)OCC)C1C(=O)OCC (stereo unspecified)	116
77	Cc1ccsc1/C=N/NC(N)=S	56
78	CC(O)c1cccc(N)c1 (stereo unspecified)	147
79	Cc1n[nH]c(C)c1N=Nc1ccc2oc(=O)ccc2c1	66
80	CC(=O)Oc1c(C)c(OC(C)=O)c2c(c1C(C)=O)OC1CC(=O)C(C(C)=O)=C(O)C21C (stereo unspecified)	79
81	O=C(CN1N=C(c2ccc(F)cc2)CCC1=O)Nc1nccs1	95
82	NS(=O)(=O)c1ccc(N2N=C(c3ccc(Br)cc3)CC2c2cn(-c3ccccc3)nc2-c2ccc(Cl)cc2)cc1 (stereo unspecified)	90
83	O=C(/C=C/c1ccccc1)NCCc1cnc[nH]1	100
84	Cc1nc(C)c(CSC2N=C(c3ccccc3)c3cnn(-c4ccccc4)c3N2)nc1C (stereo unspecified)	104
85	CC(C(=O)O)N1C(N)=NNC1(C)c1ccccc1O (stereo unspecified)	80
86	CCCCCCCCCCCCCCCCCCOC(=O)CCN1CC1	150
87	COc1ccc(Cl)cc1NC(=O)c1cc2c(n1C)-c1nc(NC(=O)C(C)C)sc1CC2	75
88	NS(=O)(=O)c1ccc(N=Nc2c(O)n(CC(=O)Nc3ccc(Br)cc3)c3ccccc23)cc1	96
89	COc1cc(C(=O)Cn2cc(CNC(=O)c3ccc4ccc5ccc(C(=O)NCc6cn(CC(=O)c7cc(OC)c(OC)c(OC)c7)nn6)nc5c4n3)nn2)cc(OC)c1OC	109
90	Cn1c(N)nc2nc[nH]c2c1=S	83
91	COc1ccc(-c2cc(-c3cccnc3)nc(OCC(=O)c3ccc(Cl)cc3)c2C#N)cc1OC	86
92	O=C(c1nc2ccccc2[nH]1)C1C(c2ccc(Br)cc2)C2CC3CCCC[C@H]3N2[C@@]12C(=O)Nc1cc(Cl)ccc12 (stereo partly specified)	12
93	Cc1cc(NC(=O)OC(C)C)ccc1-c1ccc(NC(=O)OC(C)C)cc1C	82
94	COc1ccc(-c2c(C#N)c(N)nc3c2c(N)nn3-c2ccccc2)cc1	72
95	CC1(c2cc3ccccc3oc2=O)NC(=O)c2ccccc2N1 (stereo unspecified)	111
96	Cc1ccc(/C(CS(=O)(=O)c2ccc(C)cc2)=N\O)cc1	99
97	CCCCN(C(=O)CCl)c1ccccc1	96
98	O=S(=O)(Nc1ccc(Br)cc1)c1ccc(-c2cnc(C3CC3)o2)cc1	-36*
99	COc1ccc(CNc2nc3cc(C(F)(F)F)cnc3nc2C(=O)O)cc1	90
100	O=Cc1c[nH]c2nccnc12	100
101	CC(C)(COC(=O)c1ccccc1)N1CC2CCC(C1)O2	50
102	CCN(CC)CCCNc1nc(-c2ccc(Cl)cc2)nc2ccccc12	79
103	COc1cccc(OC)c1-c1nnn(C)c1C(=S)N1CCN(c2ccc([N+](=O)[O-])cc2Cl)CC1	44
104	COc1ccc2[nH]cc(-c3nc(-c4cn(C)c5c(Cl)nccc45)cs3)c2c1	31
105	O=C(CCCCC1CCSS1)Nc1ncnc2n[nH]c(-c3ccc(Oc4ccccc4)cc3)c12 (stereo unspecified)	79
106	CCCC(=O)N(C(C)C)C(C)C	105
107	Nc1cc2ccccc2c(=O)n1NC(=O)c1cccc(Br)c1	90
108	COc1cc(/C=C2/SC(=O)N(CC(=O)N3CCN(c4cc5c(cc4F)c(=O)c(C(=O)O)cn5C4CC4)CC3)C2=O)cc(OC)c1OC	101
109	COC(=O)C1C2CC3C1C3C2C(=O)OC (stereo unspecified)	105
110	C/C(=C/c1ccccc1O)c1ccc2ccccc2[o+]1	113
111	CC1(C)[C@@H](OC(=O)CCC(=O)O)CC[C@]2(C)[C@H]3C(=O)C=C4[C@@H]5C[C@@](C)(C(=O)O)CC[C@]5(C)CC[C@@]4(C)[C@]3(C)CC[C@@H]12	-56*!
112	NC[C@@H]1CCN(c2cc3c(cc2F)c(=O)n(N)c(=O)n3Cc2ccc3ccccc3c2)C1	82
113	CC(=O)c1c(C)nc2ccccc2c1/C=C/c1ccc(Br)cc1	77
114	O=S(=O)(O)c1ccc(N=Nc2ccc(O)cc2O)cc1	176
115	Oc1ccc(-c2ccc3c(c2)ncn3-c2cccc(O)c2)cc1	29
116	COc1ccc2c(c1)C(C)CC(C)(C)N2C(=O)CSc1ccc(-c2nc3cc(C)c(C)cc3[nH]2)cn1 (stereo unspecified)	107
117	CC1=CC=C(NC(=O)/C=C/c2ccccc2)CC1Nc1nccc(-c2cccnc2)n1 (stereo unspecified)	-0.1*
